Source: PubChem
LYP act: activators of human LYP (PTPN22) phosphatase | Q9Y2R2 | recombinant LYP, DiFMUP fluorescence; 0 = plate median, 100 = signal doubled | activation, % at 2 µM | 0.11% of 96,000 active | AID 697;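 active = activation at 2 µM above a set limit, the mean plus 5 SD, cut at about 37% in these data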
Target sequence (Q9Y2R2 whole entry, looked up): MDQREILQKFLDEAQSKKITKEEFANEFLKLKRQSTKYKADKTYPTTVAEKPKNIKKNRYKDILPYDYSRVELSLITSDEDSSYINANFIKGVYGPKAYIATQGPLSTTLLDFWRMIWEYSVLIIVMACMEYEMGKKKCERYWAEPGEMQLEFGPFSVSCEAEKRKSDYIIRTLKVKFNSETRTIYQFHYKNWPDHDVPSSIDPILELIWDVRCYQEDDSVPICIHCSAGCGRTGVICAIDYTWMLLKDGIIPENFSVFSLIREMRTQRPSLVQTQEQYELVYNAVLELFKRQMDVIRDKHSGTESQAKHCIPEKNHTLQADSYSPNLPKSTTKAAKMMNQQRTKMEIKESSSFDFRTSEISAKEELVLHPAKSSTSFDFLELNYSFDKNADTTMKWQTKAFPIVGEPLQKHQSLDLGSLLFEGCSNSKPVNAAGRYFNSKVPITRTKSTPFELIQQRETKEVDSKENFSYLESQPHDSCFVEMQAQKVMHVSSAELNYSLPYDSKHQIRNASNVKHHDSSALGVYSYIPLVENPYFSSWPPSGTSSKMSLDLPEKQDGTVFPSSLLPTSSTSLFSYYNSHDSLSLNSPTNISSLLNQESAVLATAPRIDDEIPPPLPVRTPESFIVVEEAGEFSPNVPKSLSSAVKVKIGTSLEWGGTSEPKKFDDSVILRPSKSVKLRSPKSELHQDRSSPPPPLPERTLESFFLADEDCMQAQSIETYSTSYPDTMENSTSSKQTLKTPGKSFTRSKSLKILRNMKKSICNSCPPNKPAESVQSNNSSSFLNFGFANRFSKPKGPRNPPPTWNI
sEH inhibitor: blocks human soluble epoxide hydrolase activity | AID 707 | recombinant human sEH enzymatic activity assay | 0.34% of 91,000 active | inhibition, % at 2 µM | P34913; in the data active = inhibition above about 80%; also: values of inactives mirror those of a sister screen read the other way; many of its hits are not listed in these tables
PostGolgi ctrl: inhibits growth of the yeast control strain; inhibition, % at 10 µM; 5% of 98,000 active; AID 738; efflux-deficient yeast background strain, growth absorbance A615, 16 h; in the data active = inhibition above about 30%
S1P2 blocker: antagonists of human S1P2 receptor; O95136; 0.21% of 97,000 active; cell-based S1P2 antagonist assay, inhibition at 5 uM; inhibition, % at 5 µM; in the data active = inhibition above about 45%;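 also: CRE beta-lactamase reporter cells expressing human S1P2 stimulated with S1P; 0% = agonist at EC80 alone and 100% = agonist plus reference antagonist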
sEH act: increases human soluble epoxide hydrolase activity; P34913; purified human sEH enzymatic activity, activator screen; activation, % at 2 µM; 0.04% of 91,000 active; in the data active = activation above about 37%; also: values of inactives mirror those of a sister screen read the other way
HUVEC inhibit: human endothelial cell proliferation inhibition; 1.1% of 86,000 active; viability, % at 10 µM (by protocol); AID 648; HUVEC proliferation, CellTiter-Glo luminescence, 72 h; hits give low values;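 active = viability at or below 30%; inactive = viability above 30%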;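 also: 100% = median luminescence of DMSO-only cell control wells on each plate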
Lung fibro prol: blocks proliferation of human lung fibroblasts; LL 47 human lung fibroblast viability, ATP luminescence; hits give low values; viability, % at 10 µM; 1.1% of 85,000 active;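 active = viability at or below 50% in the single dose screen; inactive = viability above 50%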;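 also: compound exposure lasted 72 h before the ATP readout; 100% = median luminescence of untreated cell-only wells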
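Benchmarks: Cell-only wells, no compound | Test system: LL 47 human lung fibroblasts, passage 12 or lower | Input: 1,150 cells/well | Measured by: CellTiter-Glo luminescence measuring cellular ATP | Medium: IMEM, 15% FBS supplement | Schedule: Overnight attachment after seeding, then 72 h compound exposure at 37 °C | Doses: Compound addition at 0.1% DMSO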
H69AR inhibit: blocks growth of human H69AR lung tumor cells | 6% of 85,000 active | H69AR lung tumor viability, ATP luminescence, 72 h; hits give low values | viability, % at 10 µM;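 active = viability at or below 40%; inactive = viability above 40%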;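 also: multidrug resistant small cell line overexpressing MRP-1 efflux transporter; 100% = mean luminescence of untreated control wells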
S1P2 ag: S1P2 (human) receptor agonism; AID 729; 0.46% of 97,000 active; O95136; activation, % at 4.5 µM; S1P2-expressing cell line, agonist reporter read-out; in the data active = activation above about 16%;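 also: 0% = vehicle low control and 100% = maximal reference agonist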
* marks the source's active call; other numbers are inactive results; x = not tested or not shown. Only part of the results is shown; the hit share may differ from the screen's.

SMILES	LYP act	sEH inhibitor	PostGolgi ctrl	S1P2 blocker	sEH act	HUVEC inhibit	Lung fibro prol	H69AR inhibit	S1P2 ag
C=CCNC(=S)NNC(=O)c1ccc(OCC(C)C)cc1	4	0	5	3	2	108	100	81	-8
Cc1cc(-c2nnc3n2N=C(C(C)(C)C)CS3)n[nH]1	5	2	34*	-15	-3	94	95	83	-8
CCOc1nnc(C)c2c(C)n(-c3cccc(OC)c3)nc12	3	-3	6	19	0	x	x	x	-4
O=C(CCN1C(=O)CSC1=O)Nc1ccccc1	-2	x	1	14	x	109	103	99	-4
Fc1cccc(CSc2ncnc3c2oc2ccccc23)c1	7	-1	2	-27	-1	73	97	95	-6
CCOC(=O)C(CCCCCOc1ccc([N+](=O)[O-])cc1)C(=O)OCC	2	6	17	7	-5	x	x	x	-4
COc1cccc(NC(=O)N2CCN(c3cccc(C)c3)C(C)C2)c1 (configuration not stated)	29	9	6	10	-8	107	106	84	-10
CCOC(=O)C(C)n1nc(/C=C/c2ccccc2)ccc1=O (configuration not stated)	-6	11	19	14	-11	x	x	x	-6
COc1ccc(F)cc1S(=O)(=O)Nc1ccc2c(c1)OCO2	-2	-1	4	9	-2	93	98	106	-4
Cc1ccc(C(=O)C(NC(=O)c2ccco2)Nc2sc3c(c2C(N)=O)CCCC3)cc1 (configuration not stated)	5	18	x	-14	-18	82	81	99	-5
CC(=O)Nc1nc2ccccc2n1CCOc1ccccc1Cl	0	10	9	8	-11	66	54	43	-3
O=c1cc(NCCCO)c2ccccc2o1	-2	-12	15	-20	10	112	95	90	-6
O=C(CSCc1ccc([N+](=O)[O-])cc1)Nc1cccc(C(=O)Nc2ccccc2C(=O)O)c1	2	-4	3	20	6	x	x	x	-2
COc1ccc(-c2cc3nc(C)cc(N4CC(C)CC(C)C4)n3n2)cc1 (configuration not stated)	-3	-1	x	-37	5	97	82	90	-3
CC(NC(=O)NC12CC3CC(CC(C3)C1)C2)C1CCCO1 (configuration not stated)	19	90*	10	-14	-90	100	96	95	-1
COc1ccccc1CNC(=O)CCS(=O)(=O)c1ccc2c(c1)CCCN2C(C)=O	-2	x	0	-7	x	x	x	x	-2
C=Cc1cccc(NC(=O)COc2ccccc2)c1	3	12	8	-7	-9	94	104	63	-3
Cc1ccc2cccc(S(=O)(=O)N3CCN(c4ccccc4F)CC3)c2n1	0	x	38*	22	x	x	x	x	-6
CC(c1ccco1)N(Cc1ccco1)C(=O)Nc1ccccc1 (configuration not stated)	2	9	2	-13	-9	106	95	85	-4
CN(CC(=O)Nc1ccc(C#N)cc1)Cc1ccc(Cl)cc1Cl	8	0	41*	-29	0	x	x	x	2
Cc1nc2ccc(S(=O)(=O)NC(CC(C)C)C(=O)O)cc2s1 (configuration not stated)	1	-9	18	5	7	102	104	89	-4
C=CCn1c(CNC(=O)c2ccco2)nnc1SCC(=O)Nc1cccc(Br)c1	10	-11	-8	-28	10	88	107	82	-3
O=C(Cn1nnc(-c2ccccc2)n1)NCc1ccco1	2	-18	7	-19	18	102	99	107	-8
Cc1ccc(S(=O)(=O)CC(O)CN2CCCC2=O)cc1 (configuration not stated)	-9	-6	-5	15	4	x	x	x	-7
COc1nc(OCCNC(=O)Nc2ccccc2)nc(N(C)C)n1	6	5	7	-2	-4	96	98	91	-5
CC1CC1C(=O)OCC(=O)NCc1ccccc1Cl (configuration not stated)	4	-2	5	23	0	82	94	29*	-3
CCCCCn1c(CNC(=O)COC)nc2ccccc21	x	x	-6	x	x	99	103	90	x
CCN(CC)S(=O)(=O)c1ccc2c(c1)nc(CCC(=O)OCC(=O)N1CCc3ccccc31)n2C	-2	-19	0	10	23	x	x	x	-4
Cc1ccsc1-c1nc(-c2ccccc2)c(-c2ccccc2)[nH]1	-2	-4	14	-17	5	x	x	x	4
O=C1c2ccccc2C(=O)N1CCC(c1ccc(F)cc1)c1ccco1 (configuration not stated)	-2	3	4	-12	0	94	92	79	-3
O=C(CSc1nnc(COc2cccc3ccccc23)o1)N1CCN(C(=O)c2ccco2)CC1	-4	-6	-3	-1	6	x	x	x	-3
CCN(Cc1ccccc1)C(c1ccc(Cl)cc1)c1nnnn1C(C)(C)C (configuration not stated)	7	24	5	6	-26	107	94	82	-3
COc1ccc(-c2oc(NC(=O)CCl)c(C#N)c2-c2ccc(OC)cc2)cc1	1	6	50*	-9	-7	4.3*	26*	1.8*	-7
CN(C)S(=O)(=O)Oc1ccccc1C(=O)Nc1cccc(C(F)(F)F)c1	22	2	14	5	-2	x	x	x	0
CCCCN(C)Cc1c(C)[nH]c2ccc(C)cc2c1=O	-6	6	5	13	-7	99	100	88	-3
CC(C)CN(CC(C)C)C(=O)CS(=O)(=O)Cc1ccccc1	9	20	-2	-3	-19	97	103	104	-2
COc1ccc(C2C(C(=O)N3CCOCC3)=C(C)NC3=C2C(=O)CC(C)(C)C3)cc1O (configuration not stated)	2	5	11	-14	-6	100	99	96	-3
CCCNC(=O)NC1C(NC(=O)NCCC)N(C)C(=O)N1C (configuration not stated)	6	-8	-6	16	11	x	x	x	-6
CC(=O)NC1C(=O)N=C(SCC(=O)NC(C)c2ccccc2)NC1=O (configuration not stated)	7	x	4	7	x	x	x	x	-6
N#C/C(=C\c1ccc(OCc2ccccc2)cc1)C(=O)Nc1nc2c(s1)CCN(Cc1ccccc1)C2	-12	-3	-5	1	7	13*	17*	22*	1
CC(C(=O)Nc1ccccn1)N1C(=O)C2C3C=CC(C3)C2C1=O (configuration not stated)	-4	-8	5	2	7	103	98	93	-6
O=C(CN1CCN(CC(=O)Nc2ccc(OCc3ccccc3)cc2)CC1)Nc1ccc(F)cc1	0	-3	x	19	6	x	x	x	-8
COc1ccc(Cl)cc1NC(=O)C/C(C)=N/NC(=O)CC#N	11	32	-2	15	-31	x	x	x	-1
Cc1ccc(S(=O)(=O)N(CC(=O)N2CCCCC2)c2cccc(C)c2)cc1	8	-10	x	9	12	109	94	86	-4
COc1ccccc1NC(=O)CSc1nnc(-c2ccccn2)n1Cc1ccco1	10	6	22	0	-5	97	90	52	-6
O=C(CSc1nnc(-c2cccnc2)o1)Oc1ccccc1	2	-15	7	2	15	x	x	x	-2
COCc1cc(C)nc(SCC(=O)N2CCC(C)CC2)c1C#N	8	2	12	5	0	93	100	72	-1
Cn1nnnc1SCC(=O)Nc1ccc(Br)cc1Cl	5	9	-2	-6	-7	102	104	81	-11
COc1ccc(CCNC(=O)CSc2ncn[nH]2)cc1	-1	7	0	-22	-6	x	x	x	-5
Cc1ccc2cc(CN(Cc3ccc4c(c3)OCO4)Cc3nnnn3Cc3ccco3)c(=O)[nH]c2c1	23	-24	30*	-4	25	65	87	50	-5
CN(C)C(=S)c1ccc2ccccc2n1	-2	9	4	2	-10	x	x	x	-9
CCOC(=O)CNC(=O)Nc1cc(C(C)(C)C)nn1-c1ccccc1	x	x	-6	x	x	81	94	88	x
C#CC(=O)N(c1cc(OC)ccc1OC)C(C(=O)NC1CCCC1)c1cccs1 (configuration not stated)	0	-10	-8	39	13	x	x	x	-4
CCc1ccccc1NC(=O)Cn1nc(C(F)(F)F)c2c1CCC2	-4	3	x	-13	2	89	97	110	-3
CCOC(=O)CNC(=O)CSc1nnnn1-c1ccc(C)c(C)c1	9	-4	-3	6	4	88	97	104	-5
CCOc1ccc(Br)cc1S(=O)(=O)NCCN(C)C	-4	-10	5	9	12	x	x	x	-2
CC(NC(=O)COc1ccc(/C=N/NC(=O)C(=O)Nc2ccccc2Br)cc1)c1ccccc1 (configuration not stated)	-13	2	7	3	0	x	x	x	-4
COc1cc(C)c(Cl)cc1S(=O)(=O)n1cnc(C)c1	2	-4	4	-27	1	88	92	86	-3
CCN(Cc1ccccc1)CC(O)COc1ccccc1 (configuration not stated)	7	0	-5	14	-2	116	108	89	-2
CC1(C)SC(=S)N(/N=C/c2ccc(O)cc2)C1N(O)C(=O)Nc1ccc([N+](=O)[O-])cc1 (configuration not stated)	3	4	11	32	-3	x	x	x	-10

A draw from above in order of molar mass, rising.
SMILES	LYP act	sEH inhibitor	PostGolgi ctrl	S1P2 blocker	sEH act	HUVEC inhibit	Lung fibro prol	H69AR inhibit	S1P2 ag
COc1cc(C)c(Cl)cc1S(=O)(=O)n1cnc(C)c1	2	-4	4	-27	1	88	92	86	-3
COCc1cc(C)nc(SCC(=O)N2CCC(C)CC2)c1C#N	8	2	12	5	0	93	100	72	-1
Cc1ccc2cc(CN(Cc3ccc4c(c3)OCO4)Cc3nnnn3Cc3ccco3)c(=O)[nH]c2c1	23	-24	30*	-4	25	65	87	50	-5

One compound at a time, from the list above:
CCN(Cc1ccccc1)CC(O)COc1ccccc1 (configuration not stated) across the screens: LYP act = 7; sEH inhibitor = 0; PostGolgi ctrl = -5; S1P2 blocker = 14; sEH act = -2; HUVEC inhibit = 116; Lung fibro prol = 108; H69AR inhibit = 89; S1P2 ag = -2
N#C/C(=C\c1ccc(OCc2ccccc2)cc1)C(=O)Nc1nc2c(s1)CCN(Cc1ccccc1)C2 across the screens: LYP act = -12; sEH inhibitor = -3; PostGolgi ctrl = -5; S1P2 blocker = 1; sEH act = 7; HUVEC inhibit = 13*; Lung fibro prol = 17*; H69AR inhibit = 22*; S1P2 ag = 1

Next results
SMILES	LYP act	sEH inhibitor	PostGolgi ctrl	S1P2 blocker	sEH act	HUVEC inhibit	Lung fibro prol	H69AR inhibit	S1P2 ag
COc1ccc2c3c(c(=O)oc2c1OCC(N)=O)CCCC3	-8	-3	12	-19	6	106	102	91	-3
CN(C)c1nc(SCCOC(=O)COc2ccc(Cl)cc2Cl)nc(N(C)C)n1	-7	-2	6	-5	0	95	98	92	-4
Cc1no[n+]([O-])c1COc1ccc(/C=C2\NC(=S)NC2=O)cc1	-2	5	5	-12	-2	85	101	74	-1
CC(CCO)Nc1nc2c([nH]1)c(=O)n(C)c(=O)n2C (configuration not stated)	2	-10	4	1	9	100	105	99	-6
O=C(Nc1nccs1)c1nc(-c2ccccc2)n(-c2ccccc2)n1	-3	-9	30	-1	8	96	98	76	-4
c1cncc(-c2nc(NCc3ccco3)c3ccccc3n2)c1	11	7	57*	-19	-9	94	90	59	-6
N#Cc1nc(Cc2ccccc2)oc1N1CCN(c2cccc(Cl)c2)CC1	0	4	-9	-9	-6	110	96	96	-6
O=C(Cn1cc([N+](=O)[O-])cn1)Nc1nc2ccccc2s1	0	-8	0	-12	8	x	x	x	-6
CCC(C)(C(=O)NC1CCCCC1)N(Cc1ccco1)C(=O)c1ccccn1 (configuration not stated)	8	5	2	-14	-4	97	103	79	-2
Cc1ccccc1C(=O)N1CCN(c2nc(N3CCOCC3)nc(N3CCOCC3)n2)CC1	7	8	-12	-5	-9	89	93	81	-2
Cc1ccc2cc(CCNC(=O)c3ccco3)c(=O)[nH]c2c1C	x	x	17	x	x	103	114	87	x
Cn1cc(S(=O)(=O)N2CCC(Cc3ccccc3)CC2)c(=O)n(C)c1=O	-3	9	3	1	-10	100	94	94	-3
CCn1cc(C(=O)NCc2ccc3c(c2)OCO3)c2cc(OC)c(OC)cc2c1=O	-4	x	-11	-17	x	93	97	58	14
CCNc1cccc2c1C(=O)N(C)C2=O	x	x	1	x	x	98	102	93	x
COC(=O)N/C(C)=C1/NC(=O)c2ccccc2C(c2ccccc2)N1 (configuration not stated)	x	x	-9	x	x	95	103	100	x
CCOCCCNC(=O)c1cn(C)c(=O)c2cc(OC)c(OC)cc12	-5	x	12	-16	x	93	102	79	4
Cn1c(=O)c2c(SC3CCCC3)nc(CC(C)(C)C)nc2n(C)c1=O	-1	-1	x	5	1	x	x	x	-5
COc1cc(C)c(CNc2ccc(OC)c(OC)c2)cc1C	7	-8	-18	2	10	86	x	36*	-4
COc1ccc(CC(=O)OCC(=O)NC(=O)NC23CC4CC(CC(C4)C2)C3)cc1	3	30	13	-8	-31	x	x	x	-1
CCOC(=O)CSC1=C(C#N)C(c2ccco2)C(C(=O)Nc2cccc(C(F)(F)F)c2)=C(C)N1 (configuration not stated)	-7	-4	97*	-3	10	88	96	92	-3
